High-throughput results (PubChem)
Tb PGK inh = T. brucei PGK inhibition; P07378; PGK/GAPDH coupled, Kinase-Glo luminescence, 60 min; Potency, µM (top dose mostly 57.5 µM), without a hit: at the highest dose activity change, negative = inhibition, most hits filed as inhibitors; 380,000 tested, 0.043% active; further: potency means the concentration at half of the fitted maximal effect; on the % scale 0 is the no-effect control and ±100 the full control effect; nearly all actives have a fitted effect of over 60% in size
Target sequence (P07378 whole entry, looked up): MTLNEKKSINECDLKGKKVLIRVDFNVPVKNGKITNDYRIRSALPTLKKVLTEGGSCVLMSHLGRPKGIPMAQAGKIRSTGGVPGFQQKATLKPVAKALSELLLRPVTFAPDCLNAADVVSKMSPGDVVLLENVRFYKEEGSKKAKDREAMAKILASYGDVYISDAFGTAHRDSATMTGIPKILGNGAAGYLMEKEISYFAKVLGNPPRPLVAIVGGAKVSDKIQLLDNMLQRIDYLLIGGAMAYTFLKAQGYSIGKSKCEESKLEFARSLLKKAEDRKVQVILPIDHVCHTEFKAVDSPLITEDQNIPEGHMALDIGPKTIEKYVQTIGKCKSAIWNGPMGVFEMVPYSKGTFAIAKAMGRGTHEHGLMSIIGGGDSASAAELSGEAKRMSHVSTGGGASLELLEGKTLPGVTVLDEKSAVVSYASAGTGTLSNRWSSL
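Luminescent ATP detection (Kinase-Glo Plus) follows a 60-minute room-temperature incubation, with wells lacking PGK as controls. Buffer: 100 mM TEA (pH 7.6), 5 mM MgCl2, 0.01% Tween-20. Coupling enzyme GAPDH (100 nM final) supplies unstable 1,3-BPG in-well.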
HP1b chromo inh = inhibitors of HP1-beta chromodomain binding to methylated histone tails; P83916; AlphaScreen HP1-beta / biotin-H3K9me3 peptide binding; Potency, µM (series often up to 114 µM), for the others: at the highest dose activity change, negative = inhibition, usual class: inhibitors; 390,000 tested, 0.56% active; AID 540317; further: potency means the concentration at half of the fitted maximal effect; nearly all actives have a fitted effect of over 70% in size; inactives centre near 23
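AlphaScreen: HP1-beta (50 nM) preformed 30 min with biotin-H3(1-18)K9me3 peptide (50 nM) in PBS pH 7.4, 0.01% Tween-20. Compound added for 30 min at RT, then streptavidin donor/nickel chelate acceptor beads (10 ug/mL) for 30 min.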
G9a inh = G9a (human) methyltransferase inhibition; Q96KQ7; G9a H3K9 monomethylation, AlphaScreen, 2 h; Potency, µM (doses to about 102 µM), without a hit: top-dose activity, negative = inhibition, actives largely listed as inhibitors; 350,000 tested, 8.8% active; AID 504332; further: potency means the concentration at half of the fitted maximal effect; on the % scale 0 is the no-effect control and ±100 the full control effect; nearly all actives have a fitted effect of over 75% in size
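Signal arises when biotinylated H3K9 peptide, once monomethylated, bridges streptavidin donor and antibody-captured acceptor beads. Enzyme at 20 nM was preincubated 15 min with test compounds; peptide 500 nM and SAM 20 uM then reacted for 2 h.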
PI4K2A block = inhibitors of human PI4K2A; Q9BTU6; purified PI4K2A, ADP-Glo luminescence, 1 h; stronger effect = lower value; activity change, negative = inhibition, % at 76.9 µM; 420,000 tested, 0.13% active; in the data active means activity change below about -50%; inconclusive means mostly about -30% to -49%;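 further: -100% = wells without enzyme as full effect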
Target sequence (Q9BTU6 whole entry, looked up): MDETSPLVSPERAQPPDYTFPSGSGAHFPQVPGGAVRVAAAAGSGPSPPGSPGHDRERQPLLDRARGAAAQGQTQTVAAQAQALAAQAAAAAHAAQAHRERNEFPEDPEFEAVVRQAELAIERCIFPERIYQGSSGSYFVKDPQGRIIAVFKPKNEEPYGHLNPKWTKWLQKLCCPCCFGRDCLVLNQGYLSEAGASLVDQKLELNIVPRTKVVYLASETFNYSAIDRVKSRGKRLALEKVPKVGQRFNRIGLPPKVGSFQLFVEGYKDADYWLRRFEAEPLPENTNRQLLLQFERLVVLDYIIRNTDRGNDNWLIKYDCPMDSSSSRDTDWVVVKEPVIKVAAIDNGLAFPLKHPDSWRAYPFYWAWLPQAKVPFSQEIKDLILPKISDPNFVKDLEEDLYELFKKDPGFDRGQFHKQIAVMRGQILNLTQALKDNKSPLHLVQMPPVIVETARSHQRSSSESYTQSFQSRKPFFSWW
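Compounds are screened against recombinant PI4K2A using PI as substrate and ATP, the latter dispensed at 300 microM. Reactions run one hour at ambient temperature before ADP-Glo detection; full inhibition defined by wells lacking enzyme.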
ERG-DNA inh = ERG Ets/DNA interaction inhibition | P11308 | fluorescence polarization, His-ERG Ets domain / labelled DNA | Potency, µM (highest dose often 76.9 µM), without a hit: at the highest dose FP activity, negative = inhibition, most hits filed as inhibitors | 370,000 tested, 0.028% active | AID 624246; active means well fitted inhibition curve with a large enough effect in the polarisation, with a control signal flat; inconclusive means small, poorly fitted or top-dose-only effect, or effect the other way, or a change in a side signal; inactive means no such curve, though single readings can be large or run the other way; the % refers to the polarisation;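 further: polarization taken with two DNA probes labelled with fluorescein and Texas red; potency means the concentration at half of the fitted maximal effect; % of control where 0% means no effect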
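His-tagged ERG Ets domain (1 uM in the protein solution; 300mM KCl, 50mM Tris-HCl, 1mM EDTA, 1mM DTT, pH 7.5) received compound, then a probe mix of 5 nM fluorescein-DNA and 100nM Texas-615-DNA. Fluorescence polarization was read for both dyes.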
Pin1 inh = inhibitors of human Pin1; Q13526; Potency, µM (series often up to 115 µM), inactives show top-dose activity, negative = inhibition, most hits filed as inhibitors; 390,000 tested, 0.009% active; Pin1 FP peptide displacement, HiFluor488, 10 min; active means well fitted inhibition curve with a large enough effect in the polarisation, with a control signal flat, not every such curve was filed as active; inconclusive means small, poorly fitted or top-dose-only effect, or effect the other way, or a change in a side signal; inactive means no such curve, though single readings can be large or run the other way; the % refers to the polarisation; further: potency means the concentration at half of the fitted maximal effect; on the % scale 0 is the no-effect control and ±100 the full control effect
Target sequence (Q13526 whole entry, looked up): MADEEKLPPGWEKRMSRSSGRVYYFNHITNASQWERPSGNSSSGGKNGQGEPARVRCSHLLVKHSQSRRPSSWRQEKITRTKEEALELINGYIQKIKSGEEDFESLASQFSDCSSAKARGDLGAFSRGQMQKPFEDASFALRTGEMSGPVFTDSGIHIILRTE
GLS inh = inhibitors of human glutaminase (GLS); AID 624170; Potency, µM (top dose mostly 45.5 µM), without a hit: at the highest dose activity change, negative = inhibition, actives largely listed as inhibitors; 410,000 tested, 0.21% active; GLS enzymatic activity, qHTS titration; further: potency means the concentration at half of the fitted maximal effect; on the % scale 0 is the no-effect control and ±100 the full control effect
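Enzyme dispensed in phosphate buffer (45 mM, pH 8.2, 0.02% Tween-20), compounds pinned in, then 1 mM L-glutamine solution and the glutamate oxidase–HRP–Amplex Red mix added; fluorescence read immediately and again after 30 min at room temperature.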
JMJD2A Tudor inh = blocks the human JMJD2A Tudor domain. Potency, µM (doses to about 114 µM), for the others: at the highest dose activity change, negative = inhibition, actives largely listed as inhibitors. O75164. 390,000 tested, 4.4% active. AID 504339. AlphaScreen JMJD2A-Tudor / H3K4me3 peptide binding; further: potency means the concentration at half of the fitted maximal effect; on the % scale 0 is the no-effect control and ±100 the full control effect; nearly all actives have a fitted effect of over 50% in size
BAZ2B block = blocks human BAZ2B | Q9UIF8 | AlphaScreen BAZ2B-H3K14Ac peptide displacement | Potency, µM (highest dose often 114 µM), for the others: at the top dose activity change, negative = inhibition, usual class: inhibitors | 360,000 tested, 4.4% active; further: potency means the concentration at half of the fitted maximal effect; on the % scale 0 is the no-effect control and ±100 the full control effect; nearly all actives have a fitted effect of over 60% in size
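AlphaScreen displacement of biotin-H3(5-23)K14Ac peptide (50 nM final) from BAZ2B (50 nM final) in PBS pH 7.4, 0.01% Tween-20; complex preformed 30 min RT, then compounds (top 110 uM) 30 min RT, beads 20 min dark.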
* hit, by the source's call; i = inactive; ? = inconclusive; / = no result given; [ ] = dose if it differs, or a comment. Unless noted, the call rests on the fitted dose curve; in most records, active means well fitted curve in the direction sought with a large enough effect; inconclusive means small, poorly fitted or top-dose-only effect, or another doubt; inactive means no such curve, though single readings can be large; an effect the other way counts as inactive or inconclusive. Hits appear at their usual frequency; any-hit rate near 11%.

No.	smiles	Tb PGK inh	HP1b chromo inh	G9a inh	PI4K2A block	ERG-DNA inh
1	CCOc1ccccc1NC(=O)NC1(C(=O)NCC2CCCO2)CCCCC1 (stereo not drawn)	3.2%	39.1%[activator]	-1.6%	-0.1	5.1%
2	CC(=O)NCCn1c(SCc2ccccc2C)nc2ccccc2c1=O	-7.0%	4.7%	13.0%[0.501 µM]	-2.9	-5.9%
3	Cc1nn(C)c(Cl)c1C(=O)NC(C(=O)O)c1ccccc1 (stereo not drawn)	-5.2%	32.8%	-40.5%	-1.4	16.2%
4	O=C(OCCOc1ccccc1F)c1cc(S(=O)(=O)N2CCOCC2)ccc1F	-6.3%	26.3%[57 µM]	/	9.7	14.2%
5	CCN(CC1COc2ccccc2O1)C(=S)NC1CC2CCC1C2 (stereo not drawn)	1.9%	28.9%	25.4%	2.4	-9.5%
6	COc1ccc(N=C2SCC(=O)N2Cc2ccccc2)cc1	1.3%	68.7%[activator]	44.2%[activator][59 µM]	0.2	3.8%
7	COc1ccc(N2CCN(C(=O)c3cccnc3)CC2)c([N+](=O)[O-])c1	-2.7%	13.5%	20.7%[59 µM]	0.2	9.8%
8	CCOc1ccc(CC2c3cc(OCC)c(OCC)cc3CCN2C(=O)CN2CCN(C)CC2)cc1OCC (stereo not drawn)	-5.6%	-0.4%	?	-1.3	-6.0%
9	CC(C)Cc1nnc(NC(=O)CCN2C(=O)c3ccccc3C2=O)s1	i	13.1%	-11.5%	3.0	-2.4%
10	Cc1cccc(NC(=O)CNc2cc(C)ccc2C)c1	-2.4%	-3.7%	-16.6%	-2.7	-4.4%
11	CCOC(=O)c1[nH]c2ccc(OC)cc2c1NC(=S)N1CCN(c2ccccc2)CC1	i	26.4%	-23.5%	3.6	5.9%
12	CCn1c(O)c(N=NC(=O)CNc2cccc(C)c2)c2ccccc21	0.8%	-7.0%	-7.4%[59 µM]	3.6	-4.2%

No.	Pin1 inh	GLS inh	JMJD2A Tudor inh	BAZ2B block
1	0.1%	-0.8%	-2.8%	1.6%
2	0.1%	/	0.0%	?
3	0.1%	4.1%	-14.7%	-17.4%
4	0.2%	0.0%	9.6%	/
5	4.3%	1.6%	5.2%	-1.8%
6	0.0%	0.0%	40.7%[activator]	9.4%
7	-5.8%	4.6%	-24.8%	-12.0%
8	-4.2%	-9.7%	?	-31.6%
9	8.4%	-1.1%	-12.1%	10.1%
10	0.1%	26.7%	-26.9%	-32.8%
11	-8.5%	-8.7%	-10.9%	17.3%
12	?	1.6%	?	?

Other compounds
No.	smiles	Tb PGK inh	HP1b chromo inh	G9a inh	PI4K2A block	ERG-DNA inh
13	COc1ccc(NC(=O)C2CCCN2C(=O)OCc2ccccc2)c(OC)c1 (stereo not drawn)	-3.7%	27.0%	-5.4%[59 µM]	3.6	-11.5%
14	CN1CCN(c2ncnc3sc(-c4ccccc4)cc23)CC1	i	25.8%	?	3.7	-2.1%
15	CCCCc1ccc(NC(=O)c2cc3c(=O)n4ccccc4nc3s2)cc1	/	30.7%	-4.7%[59 µM]	-2.7	-2.2%
16	CCOc1ccccc1NC(=O)C(C)N(c1ccccc1)S(C)(=O)=O (stereo not drawn)	-2.0%	14.9%	-9.9%[59 µM]	-4.0	-6.0%
17	CCOC(=O)C1CCCN(C(=O)c2cc3cc(Br)ccc3oc2=O)C1 (stereo not drawn)	-1.8%	36.5%	-5.6%	-1.5	6.1%
18	COc1cc(Br)c(CC(=O)NNC(=O)c2ccc(F)cc2)cc1OC	-10.3%	25.1%	/	-5.1	-11.6%
19	CN1CCN(C(CNS(=O)(=O)c2ccc(Br)cc2)c2ccc3c(c2)OCO3)CC1 (stereo not drawn)	-6.3%	18.6%	79.4µM*	0.9	1.8%
20	CC(=O)N1CCN(S(=O)(=O)c2ccc(C)cc2)C1c1ccc(N(C)C)cc1 (stereo not drawn)	i	35.1%[activator]	-24.0%[59 µM]	0.9	-2.2%
21	CCC(C)C1(C2CCCC2)NC(=O)NC1=O (stereo not drawn)	i	26.6%[57 µM]	/	-4.6	1.7%
22	CCN(c1cccc(C)c1)S(=O)(=O)c1nnc(NC(=O)C2CCCCC2)s1	-0.3%	206.2%[activator]	82.6%[activator][59 µM]	-1.2	-1.7%
23	Cc1nc2ccc(C(=O)NCc3ccc4c(c3)OCO4)cc2s1	-1.7%	43.5%[activator]	/	-0.3	0.6%
24	Cc1ccc(CCNC(=O)c2cc(-c3ccncc3)nc3ccc(S(=O)(=O)N4CCOCC4)cc23)cc1	2.6%	30.8%	-4.3%	1.3	-0.2%

No.	Pin1 inh	GLS inh	JMJD2A Tudor inh	BAZ2B block
13	-0.5%	-1.0%	-1.2%	-2.7%
14	4.4%	8.9%	-14.8%	-23.1%
15	-2.0%	-1.1%	-10.6%	2.4%
16	-3.1%	-4.2%	5.5%	-0.8%
17	-0.9%	-2.0%	-3.4%	3.0%
18	0.9%	-0.3%	-13.0%	/
19	-0.8%	7.0%	-16.4%	0.4%
20	-2.6%	52.0%[activator]	?	-10.0%
21	-2.9%	1.8%	0.7%	/
22	8.0%	4.4%	82.6%[activator]	97.9%[activator]
23	11.9%	-3.2%	-5.8%	-30.9%
24	-14.0%	4.4%	8.2%	-23.6%

Continued.
No.	smiles	Tb PGK inh	HP1b chromo inh	G9a inh	PI4K2A block	ERG-DNA inh
25	COc1ccc(C2CC(O)(C(C)(C)O)NO2)cc1 (stereo not drawn)	6.3%	26.8%	?	-2.1	/
26	CCCn1c(N)c(C(=O)COC(=O)CCS(=O)(=O)c2ccc(C)cc2)c(=O)[nH]c1=O	16.5%	15.6%	/	-4.0	-13.1%
27	Cc1ccc(-c2nc(C)c(CCNC(=O)C(=O)Nc3ccc(C)c(Cl)c3)s2)cc1	-9.7%	28.4%[57 µM]	1.1%[59 µM]	2.3	4.4%
28	COc1ccc(C(=O)CSc2nnc(-c3cccs3)n2-c2ccccc2)cc1	-1.3%	17.1%	?	-2.8	9.1%
29	Cc1ccc(NC(=O)c2cc(NC(=O)C3CC=CCC3C(=O)O)ccc2N2CCOCC2)cc1Cl (stereo not drawn)	i	33.6%[activator]	?	0.0	7.0%
30	COC(=O)c1ccc(OCCOc2ccccc2)cc1	i	46.3%[activator]	12.3%[12.7 µM]	-10.1	4.8%
31	COc1ccc(C(=O)NCC(=O)N/N=C/c2c(C)[nH]c3ccccc23)cc1OC	-2.7%	33.0%	/	-3.1	-1.3%
32	CCCc1cc(=O)oc2cc(C)cc(OCC(=O)N3CCC(C(=O)O)CC3)c12	-9.2%	58.1%[activator]	23.3%[12.7 µM]	?	4.1%
33	CCOC(=O)c1sc(Nc2nc(C)cc(C)n2)nc1C	5.5%	39.6%[activator]	27.5%[59 µM]	4.3	0.7%
34	COC(=O)c1ccc(/C=N\NC(=O)CC(=O)NCCc2ccccc2)cc1	1.2%	-6.6%	0.4%	-1.7	-2.0%
35	COc1cc(C(=O)N(c2ccc(C)c(C)c2)C2C=CS(=O)(=O)C2)cc(OC)c1OC (stereo not drawn)	-10.6%	10.4%	-21.2%	10.1	-8.3%

No.	Pin1 inh	GLS inh	JMJD2A Tudor inh	BAZ2B block
25	-6.6%	-0.4%	-21.5%	16.7%
26	3.6%	7.8%	-7.4%	-2.4%
27	2.5%	1.8%	-1.6%	-21.2%
28	-4.6%	-6.9%	-33.6%	1.2%
29	-10.7%	-1.4%	-1.8%	-7.7%
30	-3.6%	5.3%	16.8%	4.7%
31	0.0%	0.9%	-30.7%	-21.3%
32	0.3%	5.9%	-5.4%	-32.9%
33	-0.6%	-0.8%	-14.0%	-2.9%
34	23.1%	14.8%	-35.1%	-13.4%
35	-0.3%	9.7%	-19.5%	-13.8%

Some of the entries above, set out differently.
#26 CCCn1c(N)c(C(=O)COC(=O)CCS(=O)(=O)c2ccc(C)cc2)c(=O)[nH]c1=O
#27 Cc1ccc(-c2nc(C)c(CCNC(=O)C(=O)Nc3ccc(C)c(Cl)c3)s2)cc1
#28 COc1ccc(C(=O)CSc2nnc(-c3cccs3)n2-c2ccccc2)cc1
#29 Cc1ccc(NC(=O)c2cc(NC(=O)C3CC=CCC3C(=O)O)ccc2N2CCOCC2)cc1Cl (stereo not drawn)
#30 COC(=O)c1ccc(OCCOc2ccccc2)cc1
#31 COc1ccc(C(=O)NCC(=O)N/N=C/c2c(C)[nH]c3ccccc23)cc1OC
Assay by compound	26	27	28	29	30	31
Tb PGK inh	16.5%	-9.7%	-1.3%	i	i	-2.7%
HP1b chromo inh	15.6%	28.4%[57 µM]	17.1%	33.6%[activator]	46.3%[activator]	33.0%
G9a inh	/	1.1%[59 µM]	?	?	12.3%[12.7 µM]	/
PI4K2A block	-4.0	2.3	-2.8	0.0	-10.1	-3.1
ERG-DNA inh	-13.1%	4.4%	9.1%	7.0%	4.8%	-1.3%
Pin1 inh	3.6%	2.5%	-4.6%	-10.7%	-3.6%	0.0%
GLS inh	7.8%	1.8%	-6.9%	-1.4%	5.3%	0.9%
JMJD2A Tudor inh	-7.4%	-1.6%	-33.6%	-1.8%	16.8%	-30.7%
BAZ2B block	-2.4%	-21.2%	1.2%	-7.7%	4.7%	-21.3%
